Assay outcomes from PubChem BioAssay.
T cell modulator – modulators of CD8 T cell-vesicle binding, primary screen, mouse 2C CD8+ T cells, flow cytometry | 2C CD8+ T cell-vesicle binding; hits give low values | calls only at 7 µM | 330,000 compounds, 0.068% hits | AID 2052, 2009;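 active = response, share of CD8 T cells binding vesicles, and their 90th percentile fluorescence all below set limits, cut at about 80% in these data, passing the limit was not always enough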
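incubation = binding step 1.5 h, 37 °C, antibody labelling 20 min, ice | test system = 2C mouse CD8+ T cells | read-out basis = percent CD8+ FL2 mean versus row control | controls = Peptide-free naked vesicles (low) and QL9 vesicles with 0.7% DMSO vehicle (high) | detection = flow cytometry of vesicle-bound cells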
GPR55 beta-arrestin – GPR55 agonists via beta-arrestin recruitment, primary screen, imaging, U2OS cells, beta-arrestin-GFP redistribution (AID 1961) | G-protein coupled receptor 55 (Homo sapiens) | U2OS GPR55 beta-arrestin-GFP redistribution imaging; higher % means a stronger effect | activation, % at 10 µM, or EC50 in µM where a hit was titrated | 290,000 compounds, 0.048% hits;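 active = activation above 40% with more than 50 cells counted in the well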;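 also: U2OS osteosarcoma cells stably expressing GPR55 and beta-arrestin-GFP; plate controls were DMSO negative control for no effect and LPI positive control for full effect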
Salmonella PhoP GFP – inhibitors of PhoP regulon expression, primary screen, Salmonella Typhimurium, GFP reporter (AID 1863) | S. Typhimurium PhoP-regulated promoter GFP reporter, 4 h; higher % means a stronger effect | 300,000 compounds, 0.16% hits | inhibition, % at 50 µM; hits with a dose series show IC50 in µM;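 active = inhibition over 29.93%, a cutoff 3 SD above the screen mean, later confirmed by dose response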;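 also: 0% = low Mg2+ inducing control and 100% = high Mg2+ repressing control; strong numbers were not always called active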
KOR beta-arrestin-1 – KOR agonists, beta-arrestin recruitment, primary screen, cell-based, luminescence, uHTS (AID 1777); KOR beta-arrestin recruitment, luminescence; higher % means a stronger effect; 280,000 compounds, 0.02% hits; one-dose activation, % at 10 µM; EC50 in µM for titrated hits; in the data active = activation above about 50%, passing the limit was not always enough; also: a part of the inactive calls stands beside numbers as strong as those of hits
NTR1 agonist – agonists of NTR1, primary screen, imaging, U2OS cells, beta-arrestin-GFP, high content (AID 493036). NTR1-U2OS beta-arrestin-GFP spot imaging, agonist mode. activation, % at 20 µM. 330,000 compounds, 0.17% hits. Neurotensin receptor type 1 (Homo sapiens), P30989;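 active = activation at or above 40% of the spot to cytoplasm intensity ratio, with at least 20 cells analyzed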;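 also: 0% = DMSO without peptide and 100% = 100 nM NTR1 peptide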
Target sequence (P30989 whole entry, looked up): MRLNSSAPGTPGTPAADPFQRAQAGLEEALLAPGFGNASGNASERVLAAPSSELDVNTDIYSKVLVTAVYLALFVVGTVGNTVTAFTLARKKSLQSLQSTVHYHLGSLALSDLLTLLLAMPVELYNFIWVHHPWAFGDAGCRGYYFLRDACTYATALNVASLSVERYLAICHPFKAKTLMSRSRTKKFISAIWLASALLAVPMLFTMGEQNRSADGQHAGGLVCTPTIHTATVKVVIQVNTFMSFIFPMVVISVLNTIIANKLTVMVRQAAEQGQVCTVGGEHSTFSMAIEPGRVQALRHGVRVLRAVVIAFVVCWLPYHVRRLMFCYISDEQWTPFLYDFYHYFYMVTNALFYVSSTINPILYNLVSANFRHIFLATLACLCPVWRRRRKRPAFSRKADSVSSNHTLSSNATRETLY
GPR55 LPI antagonism – GPR55 antagonists blocking LPI-driven arrestin recruitment, primary screen, imaging, U2OS, beta-arrestin-GFP, LPI agonist (AID 2013); inhibition, % at 10 µM, or IC50 in µM where a hit was titrated; U2OS GPR55 beta-arrestin-GFP translocation imaging, LPI antagonism; higher % means a stronger effect; 290,000 compounds, 0.13% hits; G-protein coupled receptor 55 (Homo sapiens);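 active = spots per cell inhibited over 60%, with over 100 cells counted and total cytoplasm intensity under 500,000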;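 also: U2OS cells stably carrying GPR55 and arrestin-GFP stimulated by 5 µM LPI near EC80; imaged beta-arrestin-GFP aggregate spots per cell after agonist stimulation; plate controls were LPI-stimulated DMSO wells for no effect and DMSO wells without LPI for full effect; some results filed as inactive read as strong as hits; confirmed hits need IC50 under 10 µM and bright autofluorescent wells are also inconclusive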
KOR beta-arrestin-2 – KOR antagonists, beta-arrestin recruitment, cell-based, luminescence, uHTS (AID 1778). KOR beta-arrestin recruitment, luminescence, antagonist mode; higher % means a stronger effect. 290,000 compounds, 0.091% hits. inhibition, % at 10 µM; hits with a dose series show IC50 in µM; in the data active = inhibition above about 50%; also: strong numbers were not always called active
GPR35 antagonists – GPR35 antagonists blocking zaprinast-driven arrestin recruitment, primary screen, imaging, U2OS, beta-arrestin-GFP, zaprinast agonist (AID 2058); G-protein coupled receptor 35 (Homo sapiens); U2OS GPR35 beta-arrestin-GFP translocation imaging, zaprinast antagonism; higher % means a stronger effect; inhibition, % at 10 µM, or IC50 in µM where a hit was titrated; 290,000 compounds, 0.052% hits;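 active = inhibition of at least 50% with at least 30 cells and total cytoplasm GFP at most 10,000,000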
West Nile antiviral – West Nile virus antiviral activity, cell-based, CPE readout (AID 1621). West Nile virus-infected cells, CPE inhibition; higher % means a stronger effect. one-dose CPE inhibition, % at 10 µM; IC50 in µM for titrated hits. 290,000 compounds, 0.02% hits; in the data active = a potency from the dose series; also: strong numbers were not always called active
T cell modulator vesicle-bound % – also measured in T cell modulator; calls as there; double positive events, %; measured here: CD8+ vesicle-bound cell fraction;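 binding gate set so that unloaded-vesicle control wells show 10% double positive cells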
NTR1 agonist cell count 20 µM – further read-out of NTR1 agonist, marked with its call; cell count; measured here: cell count, cytotoxicity flag
* = called active by the depositor; i = inactive; . = no result given; [ ] = remark or other dose.

SMILES	T cell modulator	T cell modulator vesicle-bound %	GPR55 beta-arrestin	Salmonella PhoP GFP	KOR beta-arrestin-1	NTR1 agonist	NTR1 agonist cell count 20 µM	GPR55 LPI antagonism	KOR beta-arrestin-2	GPR35 antagonists	West Nile antiviral
COC(=O)c1sc(=S)n(-c2cccc(Cl)c2)c1N	i	41.9	-0.1%	6.0%	7.2%	-1.4	64	-11.4%	0.9%	-13.8%	-0.9%
COc1ccccc1NC(=O)Nc1ccc(F)c(F)c1	i	61.4	-0.2%	2.7%	0.1%	-0.2	78	14.4%	26.6%	13.8%	-1.4%
CC1=CCC(C(=O)O)(C(=O)N/N=C/c2cccs2)C(c2ccc([N+](=O)[O-])cc2)C1 (centres undefined)	i	39.1	-0.1%	24.7%	2.1%	3.0	81	3.0%	-14.3%	-6.1%	-0.8%
COc1cccc(NC(=O)COC(=O)CCCC2=NS(=O)(=O)c3ccccc3N2)c1	i	8.0	0.3%	-2.3%	1.0%	-0.2	60	19.1%	-22.0%	14.3%	0.2%
COc1ccc(OCCCN2CCCCCC2)cc1	i	4.2	-0.2%	14.2%	-0.5%	1.4	83	-6.0%	19.5%	7.6%	2.0%
O=C(NC(=S)Nc1ccccc1Cl)c1ccco1	i	17.3	0.7%	-1.8%	7.0%	-1.0	48	-18.1%	7.5%	-10.5%	-0.3%
CCCCSc1nnc2c(n1)OC(C(=O)c1ccccc1)Nc1ccccc1-2 (centres undefined)	.	.	0.3%	-6.2%	-0.8%	.	.	6.8%	-2.2%	4.3%	.
COc1ccc(CC(=O)NNC(=O)Cc2ccc(OC)cc2)cc1	i	11.8	0.2%	3.3%	-2.6%	-0.5	48	-6.1%	-55.7%[20 µM]	-8.3%	0.0%
Cc1noc(C)c1COc1cccc(C(=O)OCC(=O)NCCN2C(=O)CSC2=O)c1	i	49.4	-0.3%	7.2%	-1.8%	1.8	52	9.6%	11.2%	10.2%	0.4%
O=c1[nH]c(-c2ccc(F)cc2)nc2c1sc(=S)n2-c1ccccc1	i	59.5	-0.2%	5.8%	-1.8%	2.1	103	12.4%	-9.0%	-17.5%	-0.4%
COC(=O)C(Cc1c[nH]c2ccccc12)NC(=O)C(=O)c1c[nH]c2ccccc12 (centres undefined)	i	20.4	-0.2%	-4.1%	2.3%	1.2	68	8.3%	-27.8%	-9.0%	-0.2%
CC(=N)C1=C(O)CC(c2ccccc2)CC1=O (centres undefined)	i	27.3	-0.3%	-2.3%	-3.1%	-0.5	53	-1.0%	-2.4%	-10.0%	-0.1%
CCn1c(SCC(=O)NC(=O)Nc2ccc3c(c2)OCCO3)nnc1-c1cccs1	i	45.2	-0.1%	0.7%	1.9%	-0.8	55	-1.1%	10.4%	-3.7%	0.3%
NC(=S)N/N=C/c1cccc(O)c1O	i	63.4	0.5%	-0.5%	.	3.2	26	3.2%	-30.9%[20 µM]	5.0%	-1.3%
O=C(NCc1cccnc1)C1CCC(c2ccc(Cl)cc2)CC1 (centres undefined)	i	28.1	-0.2%	-12.0%	3.2%	1.5	49	-2.2%	-7.6%	-1.1%	-0.7%
Cc1cccc(NC(=O)c2cc3c(n(-c4ccccc4)c2=O)CCCC3=O)n1	.	.	-0.1%	0.6%	0.9%	.	.	-3.8%	-3.9%	3.2%	0.3%
COc1ccccc1C(=O)NN(C)C1=NS(=O)(=O)c2ccccc21	i	56.7	0.0%	7.5%	-4.6%	0.5	82	0.8%	-14.5%	-2.9%	-0.1%
CCOP(=O)(c1ccc(N(C)C)cc1)C(O)c1ccncc1 (centres undefined)	i	38.0	0.2%	0.5%	.	-0.5	49	10.5%	9.4%	8.0%	0.2%
Cc1cccc(N/C(N)=N/c2nc(C)cc(C)n2)c1	i	57.5	-0.3%	20.2%	-1.5%	-1.3	70	11.5%	-21.7%	-3.8%	-1.3%
Clc1cccc(-c2nc(NCC3CCCO3)c3ccccc3n2)c1 (centres undefined)	i	40.6	-0.1%	7.0%	-0.8%	8.7	34	16.2%	-20.6%	0.1%	-0.5%
O=[N+]([O-])c1cnc2ccccn12	i	57.4	0.2%	-4.3%	1.6%	-1.8	49	2.3%	-14.1%	-0.9%	0.1%
CCOc1ccccc1NC(=O)CSc1nncc2ccccc12	i	29.5	-0.3%	2.1%	6.3%	-0.7	42	-6.0%	-38.1%	11.3%	-0.3%
CCC(C)[C@H](NC(=O)Nc1ccccc1F)C(=O)O (some centres undefined)	i	36.6	-0.2%	-7.4%	0.4%	0.7	72	7.1%	-24.6%	1.1%	0.7%
CCOC(=O)Nc1cc(C(=O)OC)ccc1C	i	47.1	0.5%	-4.5%	0.1%	1.0	72	-4.9%	31.8%	-2.7%	0.1%
CCOc1cc(/C=N/NS(=O)(=O)c2ccccc2)ccc1OS(=O)(=O)c1ccc(C)cc1	i	9.7	0.1%	-6.7%	-1.9%	-0.5	55	13.6%	-53.5%	2.4%	0.7%
Cc1ccc(NC(=O)CSCC(N)=O)cc1C	i	4.2	-0.1%	23.0%	-0.4%	0.0	37	0.1%	34.6%	-8.6%	1.5%
CCNC(=O)c1ccc(-n2nc(C(F)(F)F)c3c2CCCC3)cc1	i	60.7	-0.1%	-5.5%	4.8%	-0.6	69	-1.9%	-4.1%	4.5%	-0.2%
CCOC(=O)c1oc2cc(O)ccc2c(=O)c1-c1ccc(OC)cc1	i	39.6	-0.1%	4.1%	-1.0%	-0.6	49	17.9%	4.6%	-3.1%	0.5%
COc1ccc2c(c1)C(=O)[C@@H](OC(=O)NCc1ccc3c(c1)OCO3)[C@H](c1ccc(OC)c(Br)c1)O2	.	.	14.5%	2.5%	0.1%	.	.	5.4%	-32.0%	-9.5%	-0.1%
COC(=O)C1CN(C(=O)COc2cc(C)cc(C)c2)c2ccccc2O1 (centres undefined)	.	.	0.0%	-8.6%	2.6%	0.4	49	-7.3%	3.7%	-8.6%	0.2%
c1csc(C(c2nnnn2C2CCCCC2)N2CCCC3(CCCCC3)C2)c1 (centres undefined)	i	35.8	-0.4%	-6.9%	2.7%	0.7	64	14.1%	-8.9%	-9.4%	.
CCOc1[nH]n(-c2ccc(Cl)cc2)c(=O)c1C=Nc1ccc(O)cc1	i	16.5	-0.1%	1.1%	10.3%	5.8	97	-7.7%	-11.3%	-1.8%	1.4%
COC(=O)c1c(NC(=O)c2ccccc2)sc2c1CC(C)(C)OC2	i	1.7	0.0%	-11.6%	-3.5%	14.9	78	6.0%	12.6%	9.2%	0.5%
C/C(=N\NS(=O)(=O)c1ccc(C)c([N+](=O)[O-])c1)c1ccc2c(c1)OCO2	i	61.1	0.6%	0.4%	-4.1%	5.1	61	9.1%	-3.9%	9.5%	0.1%
O=C(NCC1CCCCC1)c1ccc(=O)[nH]c1	i	25.4	0.0%	12.1%	-2.6%	1.3	42	-4.3%	-3.9%	-7.6%	-0.4%
CC1(C)C(N(O)C(=O)Nc2ccc(Cl)cc2)N(c2ccc(Cl)cc2)C(=O)N1CC(=O)NN (centres undefined)	i	20.1	-0.1%	-6.9%	0.5%	2.1	47	-14.4%	-21.9%	-11.9%	-0.1%
CSc1nc(NS(=O)(=O)c2cc(Br)ccc2Br)cc(=O)[nH]1	i	50.9	-0.3%	3.2%	-4.8%	4.1	57	3.8%	4.8%	-2.5%	-0.3%
COc1ccc(-n2nc3c(c2NC(=O)CCCl)CSC3)cc1	i	13.0	-0.2%	-0.4%	-2.0%	0.3	49	12.6%	3.3%	-8.5%	-1.3%
O=[N+]([O-])c1ccc(Oc2cc(NC3CCCCCCC3)c([N+](=O)[O-])cc2[N+](=O)[O-])cc1	i	17.4	-0.2%	.	-5.1%	2.3	76	-1.1%	-21.3%[20 µM]	-0.5%	-0.6%
O=C(CCN1CCc2ccccc2C1)c1ccc2c(c1)OCCO2	i	22.2	-0.2%	17.7%	-3.5%	1.1	91	10.0%	18.7%	16.3%	-1.8%
COc1ccc(/C=C/c2nc3ccccc3c(=O)n2-c2cccc(C(=O)O)c2)cc1	i	13.8	-0.1%	3.9%	-2.2%	-2.3	95	8.5%	.	7.3%	0.5%
Cc1c(C)n(O)c2ccc3nonc3c12	i	2.1	0.0%	-15.1%	7.9%	0.5	48	-13.1%	4.1%	4.6%	0.4%
C=CCNC(=O)/C(=C\c1ccc(OC)cc1)NC(=O)c1ccc([N+](=O)[O-])cc1	i	10.5	0.1%	-7.9%	0.8%	-1.2	72	-9.1%	-22.7%	7.1%	-0.6%
CSc1ccc(/C=N\NC(=O)CC(=O)NC(C)C)cc1	i	25.1	-0.1%	-9.9%	.	-0.4	44	13.5%	-31.0%[20 µM]	4.5%	0.9%
COc1ccc(C(=O)N2CCN(C3CCC(c4ccccc4)CC3)CC2)cc1OC (centres undefined)	i	48.4	0.2%	-2.9%	1.0%	-0.3	87	8.5%	-0.6%	-3.9%	-0.7%
Cc1ccc(C(=O)c2cnc3ccccc3c2-c2ccccc2)cc1	i	40.5	0.0%	-10.9%	-2.0%	6.6	90	1.5%	16.4%	-5.2%	-0.6%
COc1ccc(OC)c(NC(=O)C2CCCN2S(=O)(=O)c2cccc3nsnc23)c1 (centres undefined)	i	27.8	-0.2%	-6.4%	0.4%	-0.8	65	-6.8%	-0.3%	-2.7%	0.1%
O=C(N/N=C/C(Cl)=C\c1ccccc1)c1ccco1	i	29.6	0.2%	-6.3%	1.2%	-0.1	43	-7.9%	-15.5%	4.2%	-0.2%

Random excerpt: 3 entries already listed
SMILES	T cell modulator	T cell modulator vesicle-bound %	GPR55 beta-arrestin	Salmonella PhoP GFP	KOR beta-arrestin-1	NTR1 agonist	NTR1 agonist cell count 20 µM	GPR55 LPI antagonism	KOR beta-arrestin-2	GPR35 antagonists	West Nile antiviral
COc1ccc(/C=C/c2nc3ccccc3c(=O)n2-c2cccc(C(=O)O)c2)cc1	i	13.8	-0.1%	3.9%	-2.2%	-2.3	95	8.5%	.	7.3%	0.5%
CSc1ccc(/C=N\NC(=O)CC(=O)NC(C)C)cc1	i	25.1	-0.1%	-9.9%	.	-0.4	44	13.5%	-31.0%[20 µM]	4.5%	0.9%
COc1ccc(C(=O)N2CCN(C3CCC(c4ccccc4)CC3)CC2)cc1OC (centres undefined)	i	48.4	0.2%	-2.9%	1.0%	-0.3	87	8.5%	-0.6%	-3.9%	-0.7%
